# Compound activity deposited in PubChem by National Center for Advancing Translational Sciences (NCATS).
# Nrf2 ARE act – qHTS of Nrf2 Activators. 0.31% of 410,000 active. Potency, µM (highest dose often 46.1 µM), without a hit: top-dose activation, hits mostly activators. AREc32 ARE-luciferase reporter (MCF7-derived line), luminescence, 24 h. AID 624171, 2012; further: potency means the concentration at half of the fitted maximal effect; % of control where 0% means no effect; nearly all actives have a fitted effect of over 65% in size
#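 Luminescent ARE reporter assay in AREc32_Fluc cells: overnight plating at 37 deg C, 24 hr compound incubation, Steady-Glo added, 30 min RT before reading.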
# A549 tox – Nrf2 qHTS screen for inhibitors: counterscreen for cytotoxicity; A549 ARE-Fluc cells, CellTiter-Fluor viability, 18-24 h; Potency, µM (titrated, usually from 46 µM), without a hit: top-dose activity change, negative = cytotoxicity, actives largely listed as inhibitors; 0.16% of 390,000 active; AID 504648, 2011; further: potency means the concentration at half of the fitted maximal effect; on the % scale 0 is the no-effect control and ±100 the full control effect
#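 A549 ARE_Fluc cells in 5% FBS OPTI-MEM were exposed to compounds in concentration-response for 18-24 h at 37 deg C. Viability was read by CellTiter-Fluor fluorescence (Ex 405/Em 525) after 30 min, before the luciferase read.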
# Akt phos inh – HTS Assay for Inhibitors of Akt Phophorylation: Primary Screen; Neuro2A IGF-stimulated pAkt S473 HTRF, 20 min; hits give low values; activity change, % for hits at 50 µM; 0.32% of 360,000 active; AID 651550, 2012; in the data active means activity change below about -80%; inconclusive means mostly about -51% to -80%; further: on the % scale 0 is the no-effect control and ±100 the full control effect
#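 Neuro2A cells in DMEM with 0.5% FBS, overnight at 37 deg C, given compound at single 50 µM final, then IGF (6 nM final) for 20 min at 37 deg C. Lysed; phospho-Akt Ser473 by HTRF after 24 h, 665/615 ratio.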
# CCT modulator – High-Throughput Screening for Modulators of Cytosolic Chaperonin Activity; activity change, % (concentration not given with the values), hits read low; purified chaperonin ATPase assay, HTRF ADP detection, 30 min; 0.3% of 360,000 active; in the data active means activity change below about -30%; further: on the % scale 0 is the no-effect control and ±100 the full control effect
#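 Nucleotide hydrolysis assay: TRiC at 20–40 nM final (set by batch activity) with 10 uM ATP, 30 min at 37 °C, in presence of 76 uM compound. Detection by competitive ADP HTRF, 30 min ambient.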
# Mm-Cpn inhibitor – Inhibitors of TCP-1 ring complex (TRiC) of Methanococcus maripaludis (MmCpn): qHTS. Chaperonin Mm-Cpn (Methanococcus maripaludis). purified Mm-Cpn ATPase, ADP Transcreener TR-FRET. Potency, µM (top dose mostly 76.9 µM), for the others: at the top dose activity, negative = inhibition, most hits filed as inhibitors. 0.031% of 330,000 active. AID 504842, 2011; further: potency means the concentration at half of the fitted maximal effect; on the % scale 0 is the no-effect control and ±100 the full control effect; nearly all actives have a fitted effect of over 80% in size
#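 Measured: ADP formation by purified Mm-CPN. Conditions: 25 nM protein, 10 uM ATP, Tris pH 7.4 with Mg2+, K+ and DTT, 37°C for 30 min. Detection: Transcreener HTRF after 30 min at room temperature.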
# S2 tox – Viability Counterscreen for Primary qHTS for Inhibitors of ATXN expression; S2 cells (HEK-293 line with an ATXN2-luciferase reporter) viability, CellTiter-Fluor protease fluorescence, 24 h; Potency, µM (highest dose often 56.7 µM), hits mostly cytotoxic; 0.49% of 400,000 active; AID 651635, 2014; further: potency means the concentration at half of the fitted maximal effect; nearly all actives have a fitted effect of over 40% in size
# TGFb inhibitor – qHTS for Inhibitors of TGF-b; HepG2 CAGA-GFP TGF-b/SMAD3 reporter, GFP fluorescence, 18 h; TGF-beta stimulated, 500 pg/mL final; Potency, µM (top dose mostly 46.1 µM), for the others: at the top dose activity, negative = inhibition, hits mostly inhibitors; 1.2% of 410,000 active; further: potency means the concentration at half of the fitted maximal effect; on the % scale 0 is the no-effect control and ±100 the full control effect; nearly all actives have a fitted effect of over 65% in size
#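 Using HEPG2 CAGA-GFP reporter cells at 1000 cells/well, we pinned test compounds, stimulated with recombinant TGF-beta (500 pg/mL final) and measured total well GFP after 18 h.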
# Nrf2 block – Nrf2 qHTS screen for inhibitors. 2.1% of 360,000 active. Potency, µM (top dose mostly 46 µM), for the others: at the top dose activity change, negative = inhibition, usual class: inhibitors. A549 ARE-Fluc reporter, luciferase luminescence, 18-24 h; further: potency means the concentration at half of the fitted maximal effect; on the % scale 0 is the no-effect control and ±100 the full control effect; nearly all actives have a fitted effect of over 60% in size
#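 Nrf2 function is reported as luminescence of an ARE-controlled luciferase in A549 cells. Compounds were tested at several concentrations, and a CellTiter-Fluor read on the same wells flagged cytotoxicity.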
# HepG2 viability – qHTS for Inhibitors of TGF-b: Cytotox Counterscreen. HepG2 CAGA-GFP viability, ATP luminescence, 18 h. Potency, µM (series often up to 46.1 µM), inactives show top-dose activity change, negative = cytotoxicity, most hits filed as cytotoxic. 0.76% of 410,000 active. AID 588856, 2011; further: potency means the concentration at half of the fitted maximal effect; some results filed as inactive show a strong effect at the top dose
#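 HepG2 CAGA-GFP cells (1000/well, DMEM with 1% FBS) received compound, then TGF-beta at 500 pg/mL final, and were incubated 18 hours at 37 degrees C. Viability was read by CellTiter-Glo luminescence. Media-only wells were set as complete cell-killing and DMSO as no toxicity.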
# * = called active by the depositor; i = inactive; ? = inconclusive; nt = not tested or not shown; [ ] = another dose, or the depositor's remark. Unless noted, the call rests on the fitted dose curve; in most records, active means well fitted curve in the direction sought with a large enough effect; inconclusive means small, poorly fitted or top-dose-only effect, or another doubt; inactive means no such curve, though single readings can be large; an effect the other way counts as inactive or inconclusive. Compounds were not picked by outcome. About 4.4% of those tested had a hit in this group.
mol | Nrf2 ARE act | A549 tox | Akt phos inh | CCT modulator | Mm-Cpn inhibitor | S2 tox | TGFb inhibitor | Nrf2 block | HepG2 viability
CC(=O)c1ccc(OC2(C)CCN(CCOc3ccc(C)cc3)C2)cc1 (stereo not drawn) | 5.5% | nt | i | -1.6 | nt | i | -18% | nt | -11%
Fc1ccccc1-c1cc2ccccc2cn1 | ? | -1% | i | -0.7 | -7% | i | ? | ? | -5%
Cc1ccc(Cl)c2c1=NC(=O)C=2c1[nH]c(=S)[nH]c1O | 8.7% | -3% | i | 0.6 | -3% | ? | 6% | 19% | -7%
CCOc1ccc(C(=O)NC2CCN(S(=O)(=O)CC)CC2)cc1 | 0.0% | -10% | i | -2.5 | 1% | i | -1% | 8% | -6%
Cc1ccc(NC(=O)CSCC(=O)Nc2ccc(S(=O)(=O)N3CCOCC3)cc2)cc1 | 0.3% | 1% | i | 0.6 | 2% | i | -14% | 0% | -1%
Nc1nnnn1/N=C/c1ccccc1Cl | 4.8% | nt | i | 1.2 | nt | i | 6% | nt | -4%
N#Cc1c(N)n(CCOC(=O)c2cccc([N+](=O)[O-])c2)c2nc3ccccc3nc12 | -0.2% | 12% | i | 0.0 | -2% | nt | 2% | -23% | -17%
COCC(C)NS(=O)(=O)c1ccccc1 (stereo not drawn) | -0.8%[9.22 µM] | -2% | i | -0.3 | 3% | i | 1% | 7% | 1%
CCC1CCCCN1CCCNC(=O)C1CCC(CNS(=O)(=O)c2c(C)cc(C)cc2C)CC1 (stereo not drawn) | 2.0% | 9% | i | -1.4 | -1% | i | -7% | 2% | -83%
CCOc1ccc(OCc2nnc(SCC(=O)NC3CCS(=O)(=O)C3)n2-c2ccc(Cl)cc2)cc1 (stereo not drawn) | -0.3% | -1% | i | -3.1 | 1% | i | -9% | ? | -21%
Cc1cc([N+](=O)[O-])ccc1NCc1ccc2c(c1)OCCO2 | 8.7% | ? | i | -0.1 | -4% | ? | 3% | -22% | 1%
COc1ccccc1CCNC(=O)c1ccc2c(c1)c(C)c(C)n2Cc1ccc(Cl)cc1 | 0.5% | 10% | nt | nt | nt | nt | 0% | ? | 7%
O=c1cc(S(=O)(=O)Cc2ccccc2)[nH]c(=O)[nH]1 | -1.1% | -7% | i | -0.7 | nt | i | -14% | ? | 5%
Cc1ccc(CNC(=O)c2c(-c3ccccc3F)noc2C)o1 | 3.2% | 0% | nt | nt | nt | i | 1% | nt | -6%
Cc1cc(C)c(S(=O)(=O)N2CCCC(C(=O)NCc3ccccn3)C2)c(C)c1 (stereo not drawn) | -0.6% | 1% | i | -0.6 | 3% | i | 7% | -21% | 2%
Cn1c(CCC(N)=O)nnc1SCC(=O)Nc1ccccc1C(=O)NC1CC1 | 0.0% | 3% | i | -3.6 | 0% | i | 13% | -1% | -24%
Cc1ccc(-c2nnc(Nc3ccc(C(=O)N(C)C)cc3)c3ccccc23)cc1S(N)(=O)=O | 0.3% | 3% | i | 0.1 | 0% | ? | 22% | -2% | -5%
COCCCn1c(=O)c2sccc2n2c(CCCC(=O)N3CCN(c4ccccn4)CC3)nnc12 | 0.2% | 11% | i | -3.1 | 4% | i | 5% | -4% | 5%
CCN(CC(=O)NCc1cccs1)C(=O)C1CC(=O)N(c2ccc(OC)cc2OC)C1 (stereo not drawn) | -0.9% | 2% | i | -2.6 | -2% | i | 1% | 5% | 14%
Cc1cc(C)c(NC(=O)CSc2nc3[nH]ncc3c(=O)[nH]2)c(C)c1 | -0.4% | 2% | i | -2.3 | 1% | i | -4% | -1% | -23%
CCCCc1ccc(NC(=O)C2(C)Cc3ccccc3C(=O)O2)cc1 (stereo not drawn) | 1.2% | 7% | nt | nt | nt | i | 0% | -2% | -6%
CC1=C(c2ccc(C)cc2)S(=O)(=O)NC1=NCCCN1CCN(c2ccccc2F)CC1 | 4.8% | -1% | nt | nt | nt | nt | ? | -13% | -13%
O=[N+]([O-])c1ccc(-c2c(-c3ccccc3)ncc3cc(F)ccc23)cc1 | 2.3% | -9% | i | -0.1 | -8% | ? | -6% | 16% | -25%
Cc1ccc(OCCNS(=O)(=O)c2cccs2)cc1 | 2.4% | -2% | i | -1.1 | -3% | i | -5% | ? | -29%
O=C1/C(=C/c2ccc(O)c(O)c2)SC(=S)N1Nc1ccccc1 | 0.2% | -23% | i | 1.9 | -3% | ? | ? | -8% | -39%

# (more compounds)
mol | Nrf2 ARE act | A549 tox | Akt phos inh | CCT modulator | Mm-Cpn inhibitor | S2 tox | TGFb inhibitor | Nrf2 block | HepG2 viability
COC(=O)N/N=C/c1cc(Cl)cc(Cl)c1OCc1ccccc1 | 8.3% | -2% | i | -4.2 | 0% | i | ? | -12% | -6%
COc1ccc(C(=O)Nc2cccc(C)c2)cc1S(=O)(=O)N1CCOCC1 | -0.4% | -7% | i | -5.6 | -2% | ? | -13% | ? | -3%
Cc1cc(C(=O)Nc2cccc(F)c2)c2c(C)nn(-c3cccc(Cl)c3C)c2n1 | -0.4% | -1% | nt | nt | nt | i | -11% | -21% | -11%
CN(C)CCn1c(=S)[nH]c2ccc(Cl)cc2c1=O | 0.0% | -10% | i | -6.3 | 1% | i | 6% | -1% | 3%
C[C@H]1CN([C@@H](C)CO)C(=O)CCCn2cc(nn2)CO[C@@H]1CN(C)S(=O)(=O)c1ccc2c(c1)OCCCO2 | 0.0% | nt | i | 3.9 | nt | i | -5% | nt | -25%
COc1ccc(CC(=O)Nc2ccc(-c3nnc(-c4ccc(C)cc4)o3)cc2)cc1 | 0.0% | 0% | i | 2.0 | 1% | i | -2% | ? | 4%
COc1ccc(C=NNC(=O)c2cc(C)oc2C)cc1O | -0.2% | -7% | i | -2.3 | -3% | i | -18% | 13% | -41%
c1ccc(Cn2nnnc2CN2CCCC2)cc1 | 0.5% | 2% | i | 0.2 | 0% | i | 12% | -3% | -19%
O=C(Nc1ccccc1)c1ccc(Cn2cc(C(F)(F)F)ccc2=O)cc1 | -0.6% | -4% | i | 0.1 | 0% | i | -1% | -9% | 0%
COc1ccc(NC(=O)Nc2nnc(N3CCCCCC3)s2)c(OC)c1 | 1.3% | 0% | nt | nt | nt | i | -13% | ? | 2%
Cc1ccc(NC2=NCC(=O)N2Cc2ccccc2)c(C)c1 | 3.5% | -1% | i | -2.1 | 1% | i | 11% | 4% | 0%
COc1cc(C2N(Cc3ccccc3)CCN2Cc2ccccc2)ccc1OC(C)=O | -0.2% | -2% | i | -2.4 | -20% | i | -25% | 3% | -31%
CC1=C(C(=O)N2CCOCC2)CC(CC(=O)NCc2cccc3ccccc23)C(=O)N1CCC1=CCCCC1 (stereo not drawn) | 0.0% | nt | i | -0.5 | nt | i | -3% | nt | -17%
O=C(CN1CCCN(S(=O)(=O)c2ccc(Br)cc2)CC1)Nc1cccc(C(F)(F)F)c1 | 7.1% | -4% | nt | nt | nt | ? | 7.9µM* | ? | -50%
O=C(COC(=O)CN1C(=O)c2ccccc2C1=O)Nc1ncc(Cl)cc1Cl | -0.1% | 3% | i | 0.0 | -1% | i | ? | 26% | -11%
CC(C)(C)c1ccc(S(=O)(=O)NCC(=O)Nc2sc3c(c2C(N)=O)CCCC3)cc1 | 0.7% | -9% | i | -1.3 | -2% | ? | 19% | -6% | -4%
COC(=O)NNC(=O)c1ccc(C)cc1 | -0.3% | -9% | i | -4.2 | nt | i | 4% | 9% | 7%
COc1ccccc1N1CCN(C2CCCN(C(=O)CCc3cnccn3)C2)CC1 (stereo not drawn) | -0.3% | 4% | i | -0.1 | -3% | i | -13% | -3% | 8%
COc1ccc(Nc2ncnc3scc(-c4ccc(OC)cc4)c23)cc1 | 1.8% | -6% | i | -0.3 | -20% | i | ? | 10% | -27%
Cc1noc(/C=C/c2ccccc2F)c1S(=O)(=O)N1CCC(C(=O)N(C)Cc2ccco2)CC1 | 18% | -4% | nt | nt | nt | nt | ? | nt | -18%
COc1cc(C2Nc3ccc4ncccc4c3C3=C2C(=O)CC(C)(C)C3)cc(OC)c1O (stereo not drawn) | 4.3% | ? | i | -1.8 | 0% | i | -40% | nt | -12%
CC(C)(C)NC(=O)C(c1ccco1)N(C(=O)c1csnn1)c1ccccc1 (stereo not drawn) | -0.3% | -18% | i | -0.1 | 1% | i | 15% | -6% | 7%
CSc1nc(N)c2c(n1)OC(N)=C(C#N)C2c1cccnc1 (stereo not drawn) | -0.1% | 0% | i | -1.9 | 0% | i | 13% | -13% | 3%
O=C(NCCC1=CCCCC1)c1ccc2c(c1)N(Cc1cccc(Cl)c1)C(=O)c1ccccc1S2=O (stereo not drawn) | 3.9% | -1% | nt | nt | nt | nt | -1% | nt | -9%
C=CCN1C(=O)c2ccc(C(=O)OCC(=O)N(CC)C3CCS(=O)(=O)C3)cc2C1=O (stereo not drawn) | 0.2% | 3% | i | 1.7 | 0% | i | 1% | 7% | -9%

# Additional results:
mol | Nrf2 ARE act | A549 tox | Akt phos inh | CCT modulator | Mm-Cpn inhibitor | S2 tox | TGFb inhibitor | Nrf2 block | HepG2 viability
O=c1nc2n(-c3ccccc3F)c3ccccc3cc-2c(=O)[nH]1 | 13% | -5% | nt | nt | nt | nt | 22% | ? | 1%
COc1ccccc1NC(=O)C1CCN(S(=O)(=O)c2cccs2)CC1 | -0.1% | 0% | i | -3.1 | 0% | ? | 2% | -3% | 4%
CC(C)OC(=O)C(=O)NNc1ccccc1 | -0.4% | -3% | i | 2.8 | -3% | i | -1% | 19% | 5%
COc1ccc(C=Nc2cccc3ncccc23)cc1 | -0.7% | -7% | i | -0.5 | 0% | i | -2% | 12% | -4%
